High-throughput results (PubChem BioAssay)
Growth percent in the NCI-60 one-dose screen (48 h, 10 µM unless noted): 100 = growth as untreated, 0 = no growth, -100 = all killed.
NCI/ADR-RES = NCI/ADR-RES ovarian cells; 81,000 tested, 4.4% active
NCI-H226 = NCI-H226 lung cancer; 79,000 tested, 3.5% active
CAKI-1 = CAKI-1 renal cancer; 75,000 tested, 4.7% active; AID 1794772
NCI-H460 = NCI-H460 lung cancer. 82,000 tested, 6.8% active. AID 1794736
NCI-H23 = NCI-H23 lung cancer. 80,000 tested, 4% active. AID 1794731
NCI-H522 = NCI-H522 lung cancer | 78,000 tested, 8% active
RXF 393 = RXF 393 renal cancer cells. 77,000 tested, 6.9% active. AID 1794773
ACHN = ACHN renal cancer | 81,000 tested, 4.9% active | AID 1794771
A498 = A498 renal cancer cells. 76,000 tested, 5.4% active. AID 1794774
An asterisk follows results filed as active; / = no result given; & = joins results of further samples. Rule for the calls: active = growth percent below 10; inactive = the rest. The list is partial, so the mix of outcomes need not match the whole.

smiles	NCI/ADR-RES	NCI-H226	CAKI-1	NCI-H460	NCI-H23	NCI-H522	RXF 393	ACHN	A498
COc1cc(C2=NN(c3cc(Cl)cc(Cl)c3)C(c3sc(N(CCCl)CCCl)nc3Cl)C2)cc(OC)c1OC (stereo not drawn)	79.1	80.8	29.3	86.9	81.2	74.2	/	57.3	106.6
O=C(O)c1c(Cl)c(Cl)c(Cl)c(Cl)c1-c1c2cc(Br)c(=O)c(Br)c-2oc2c(Br)c(O)c(Br)cc12	101.9	93.1	84.5	109.0	94.7	111.9	95.9	113.2	105.2
CCOP(=O)(C/C=C/c1ccccc1)OCC	109.0	107.9	135.2	99.8	109.1	/	112.0	95.7	80.3
C[C@]12CC[C@H]3[C@@H](CC=C4c5nc(-c6ccc(F)cc6)sc5CC[C@@]43C)[C@@H]1CC[C@@H]2O	106.9	102.0	86.6	111.9	104.8	92.6	78.9	93.7	112.4
CC1=C(CCCOC(=O)[C@H](N)CC(C)C)C2=C(C)C3(CC3)[C@@](C)(O)C(=O)C2=C1	4.0*	0.7*	/	2.8*	-27.6*	31.3	-74.7*	-43.0*	-74.2*
O=C1C(Br)=C(Br)C(=O)C1(Br)Br	110.1	100.5	99.3	104.8	109.9	/	110.2	111.4	105.5
CC(=O)O[C@H]1C(=O)[C@@]2(C)[C@H]([C@H](OC(=O)c3ccccc3)[C@]3(O)C[C@H](OC(=O)[C@H](OC(=O)OC[C@@H]4COC(C)(C)O4)[C@@H](NC(=O)c4ccccc4)c4ccccc4)C(C)=C1C3(C)C)[C@]1(OC(C)=O)CO[C@@H]1C[C@@H]2O	80.9	60.4	27.4	3.6*	19.9	1.1*	-9.7*	36.2	13.4
CN1C(=O)C(C2CCCCC2)C(=O)N(C)C1=O	100.1	97.5	95.4	104.9	89.8	96.9	100.2	103.1	102.1
O=C(/C=C/c1ccccc1)NCCc1cnc[nH]1	107.8	95.9	97.6	112.2	102.6	90.4	118.1	107.0	102.3
CCCCCCCCCCCCCCCCCCOC(=O)CCN1CC1	/	106.0	96.7	115.6	108.8	117.6	109.3	104.5	97.7
NC(=O)NNc1ccc([N+](=O)[O-])cc1[N+](=O)[O-]	111.8	97.8	100.4	113.3	105.7	/	107.6	98.8	136.2
OCCNC(Cc1ccccc1)c1ccccc1O (stereo not drawn)	94.9	94.6	100.2	105.5	100.3	54.2	111.2	107.1	96.6
CC(CO)NC1CCCCC1 (stereo not drawn)	115.5	119.4	109.4	108.0	102.6	103.5	114.1	108.5	77.6
Nc1nonc1-c1noc(-c2nonc2N)n1	105.1	98.2	93.7	126.0	103.0	100.3	112.9	94.9	/
C[C@]12CC[C@H](S)CC1=CC[C@@H]1[C@@H]2CC[C@]2(C)C(=O)CC[C@@H]12	98.3	92.2	/	108.3	92.9	85.7	127.8	/	107.2
COC(=O)[C@@H](C)C[C@H](Cc1cn(C)c2ccccc12)NC(=O)c1csc([C@@H](C[C@H](C(C)C)N(C)C(=O)[C@@H](NC(=O)[C@H]2CCCCN2C)C(C)C)OC(C)=O)n1	20.7	18.0	/	7.1*	31.9	-7.7*	/	18.8	-1.4*
CCC1(Br)C(=O)NC(=O)NC1=O	105.4	106.1	94.7	106.4	98.0	90.5	106.4	101.7	102.3
C#Cc1nc2ccccc2[se]1	103.1	87.5	78.2	103.1	99.6	94.2	141.0	92.3	103.2
CCOc1cc2c(cc1OC)CN(C)CC2	102.3	101.8	100.0	110.5	105.1	82.1	105.1	110.4	93.8
COc1cc[c]([Hg][Cl])cc1	86.2	100.1	78.6	43.9	47.0	-73.8*	-42.2*	86.5	84.8
CC1=NNC(=O)C1(Br)Br	102.5	95.1	98.5	104.0	102.1	78.7	120.2	90.6	103.3
CN(C)c1ccc(C(Cc2ccccc2)NCCO)cc1 (stereo not drawn)	96.6	101.5	94.5	105.1	100.1	58.4	101.6	84.0	112.8
CC1=C(CN(O)C(N)=O)C2=C(C)C3(CC3)[C@@](C)(O)C(=O)C2=C1	-5.1*	-46.8*	-3.8*	-11.2*	-28.5*	0.9*	-78.9*	-14.4*	-82.0*
CC12CCC3C(CCC4CC(O)CCC43C)C1CCC2=O (stereo not drawn)	162.8	98.1	81.5	100.4	98.4	61.9	132.6	109.4	162.4
CCCCN(CCCC)CCc1ccccn1	104.5	108.2	84.3	107.2	102.7	94.9	112.1	102.3	96.0
O=c1s[se]c2ccccc12	111.6	96.9	95.8	104.5	105.3	90.2	95.8	109.3	88.2
COc1cc(CC(C)=O)ccc1O	103.3	84.3	102.1	104.9	94.0	89.8	110.7	104.6	/
COc1cc2c(cc1OC)CC(C)NC2 (stereo not drawn)	107.2	96.7	/	106.8	98.0	79.4	107.8	116.7	100.4
N#CC(c1ccccc1)c1ccccc1	106.2	94.1	104.1	103.7	102.1	/	106.4	104.2	94.9
CCCCNc1nc2c(s1)C1=CC[C@@H]3[C@H](CC[C@]4(C)C(=O)CC[C@@H]34)[C@@]1(C)CC2	107.2	77.9	91.1	104.5	104.1	95.7	120.8	108.6	99.6
COc1ccc2nc(-n3nc(C)c4c3NC(=O)CSC4c3ccc4c(c3)OCO4)sc2c1 (stereo not drawn)	88.1	72.9	57.0	84.1	81.6	78.8	98.9	91.2	33.5
CCCC1=NNC(=O)C1(Br)Br	108.4	104.1	97.4	113.4	/	83.6	111.3	127.4	93.7
Oc1ccccc1Br	105.2	107.7	114.7	96.3	106.0	93.5	106.8	108.6	76.8
OC[P+](CO)(CO)CO	94.7	111.5	109.4	105.1	108.8	96.8	129.8	103.7	99.1
COc1ccc(CC2NCCc3cc(OC)c(OC)cc32)cc1OC (stereo not drawn)	109.3	98.4	94.3	105.6	106.9	98.8	106.9	103.7	103.4
O=C1C(N2CC2)=C(N2CC2)C(=O)C(N2CC2)=C1N1CC1	-27.7*	-63.6*	7.0*	-30.9*	-70.0*	-53.3*	-73.4*	-45.9*	-75.4*
CCOc1ccc(C(O)CN(C)Cc2ccccc2)cc1Cl (stereo not drawn)	99.4	92.1	93.3	102.2	91.3	97.1	90.5	109.5	90.5
CCC(c1ccc(OC)cc1)C(CN(CCCl)CCCl)c1ccc(OC)cc1 (stereo not drawn)	97.7	95.7	99.8	97.2	100.6	91.1	110.1	114.8	91.4
C=CCCC1(C(C)C)C(=O)NC(=S)NC1=O	102.8	96.1	87.1	105.2	101.3	91.1	101.3	95.4	111.4
COP(N)(=S)Oc1cc(Cl)c(Cl)cc1Cl (stereo not drawn)	101.4	99.2	99.0	100.0	101.9	105.5	89.4	101.5	100.2
CC1=C2C(=C[C@@](C)(COS(C)(=O)=O)[C@@H]2O)C(=O)[C@](C)(O)C12CC2	1.0*	-15.3*	-31.5*	7.4*	-18.5*	-6.8*	-78.1*	-0.6*	-61.0*
C#Cc1ccc2c(c1)C(c1ccccc1F)=NCC(=O)N2C	16.6	73.1	55.1	18.9	57.8	8.6*	73.8	56.9	19.2
O=C(OC1CCCCC1)c1ccccc1C(=O)OC1CCCCC1	81.4&109.1	96.7&88.0	80.3	99.0&102.5	86.7&102.5	67.5&85.7	60.9&99.1	93.7&91.3	86.9&111.6
O=C(/C=C/c1ccc([N+](=O)[O-])cc1)c1nc2ccccc2n1Cc1ccc(Br)cc1	99.3	100.6	81.8	101.4	92.8	92.5	89.7	98.6	106.0
O=C1OCC2=C1C(c1ccccc1)c1cc3c(cc1N2)OCO3 (stereo not drawn)	-0.1*	-9.9*	38.8	5.4*	16.1	-40.3*	/	27.1	-6.5*
CSP(=S)(SC(C)C)SC(C)C	107.4	91.1	97.3	100.5	107.2	94.2	111.5	106.5	84.8
O=C1C=CC2CC1(O)C1CCCCN1O2 (stereo not drawn)	105.4	103.9	90.7	117.1	98.9	91.2	115.0	106.7	/
CCC(C)P(=O)(N1CC1C)N1CC1C (stereo not drawn)	100.3	107.3	98.5	99.6	100.4	/	126.1	115.0	85.3
N#CC1C(C#N)C2CCC1C1C2N1c1ccccc1 (stereo not drawn)	110.6	100.7	98.9	107.9	117.1	108.4	103.0	97.4	/
O=[N+]([O-])/C=C/c1ccc(Cl)cc1	109.8	103.3	110.0	108.9	100.0	95.6	110.8	112.3	73.8

(cont.)
smiles	NCI/ADR-RES	NCI-H226	CAKI-1	NCI-H460	NCI-H23	NCI-H522	RXF 393	ACHN	A498
C[C@]12CCc3nc(Nc4ccccc4F)sc3C1=CC[C@@H]1[C@@H]2CC[C@]2(C)C(=O)CC[C@@H]12	73.9	85.9	65.4	60.3	77.7	79.1	/	9.9*	90.6
COC(=O)CCc1c[nH]c2ccc(N(CCCl)CCCl)cc12	52.7	79.0	/	17.4	31.1	42.3	46.8	12.6	84.3
O=C(/C=C/C(=O)OCC(Cl)(Cl)Cl)OCC(Cl)(Cl)Cl	114.5	106.7	114.7	114.0	113.7	98.1	115.2	107.2	111.0
COC(=O)C[C@](O)(CCC(C)C)C(=O)O[C@H]1C(OC)=C[C@@]23CCCN2CCc2cc4c(cc2[C@@H]13)OCO4	-2.7*	-20.4*	-28.4*	-26.2*	-54.3*	-70.0*	-30.5*	-23.3*	-19.0*
CN(C)c1ccc(/C=N/N=C(/N)N[N+](=O)[O-])cc1	103.8	105.4	93.3	110.2	97.9	98.1	123.2	114.2	88.0
CC1CCC2CON(C(C)(C)C)C2C1 (stereo not drawn)	106.4	104.0	93.3	109.9	101.6	93.5	103.0	92.8	107.0
O=C1NC(=O)C2(CC(C(=O)N(CCCl)CCCl)Oc3ccc(F)cc32)N1 (stereo not drawn)	105.5	101.5	95.8	112.3	101.7	83.1	108.7	105.1	83.4
C1=C(N2CCCC2)CCCC1	106.4	88.5	102.2	104.5	103.3	102.0	108.5	112.9	74.1
C[C@@H](CO)NC(=O)C1C=C2c3cccc4[nH]cc(c34)C[C@H]2N(C)C1 (stereo partly drawn)	99.2	100.1	93.0	107.7	100.5	102.3	114.8	97.6	99.9
Nc1cccc(CCCCc2cccc(S(=O)(=O)F)c2)c1	110.1	94.1	83.1	107.8	102.9	96.5	92.5	97.0	90.5
CCCCOP(=O)(CCC(=O)NC)OCCCC	98.2	98.0	87.4	104.2	114.3	/	104.4	111.4	106.1
C/C(=N/N=C(N)N)c1cccnc1	99.8	87.8	68.2	102.1	99.4	88.5	94.2	90.2	73.3
CC(=O)c1ccc(F)cc1	102.9	101.3	96.2	112.2	98.3	94.7	111.3	101.9	108.2
COc1ccc(C2=CC(c3ccc(OC)c(OC)c3)c3c(c4ccccc4oc3=O)O2)cc1OC (stereo not drawn)	29.0	89.5	7.8*	9.2*	63.4	-43.7*	33.2	52.7	-3.4*
C[C@]12CC(C(O)C(F)(F)F)C(=O)C[C@@H]1CC[C@@H]1[C@@H]2CC[C@]2(C)[C@@H](O)CC[C@@H]12 (stereo partly drawn)	105.3	94.4	92.0	109.1	102.7	/	92.7	98.2	107.9
O=C1C2CC(CN3CCCCC23)C2CCCCN12 (stereo not drawn)	123.0	103.1	94.7	108.4	102.0	87.8	91.2	102.9	115.2
CCN(CC)C(=S)Cl	113.0	114.8	100.3	119.1	103.7	94.5	115.3	102.4	110.8
CC12C(C(=O)O)C1(c1ccccc1)C2C(=O)O (stereo not drawn)	102.0&98.0	102.8	97.5&94.6	104.4&106.8	103.0&93.5	96.1&92.1	117.2&106.7	105.2&103.2	103.9&107.2
O=S(=O)(Cl)c1ccccc1 (tested in a mixture with another compound)	110.1	97.3	108.9	102.9	106.0	89.1	99.1	93.9	85.0
N#C[Se]CC(=O)Nc1cccc(C(F)(F)F)c1	-60.8*	-37.7*	-72.1*	-9.3*	-46.7*	-70.2*	-40.9*	-38.0*	-69.6*
CC1CCCCN1C(c1ccccc1)C(O)c1ccccc1 (stereo not drawn)	100.6	100.5	96.3	107.2	102.0	73.5	119.0	107.9	94.3
COC(=O)C1=C(Nc2ccc(Cl)c(C(F)(F)F)c2)C(=O)OC12C(=O)Nc1ccccc12 (stereo not drawn)	99.3	98.2	81.4	107.4	99.9	93.1	115.3	102.5	111.1
O=C1NC(=O)C(Nc2ccccc2)C(=O)N1	113.2	105.2	95.1	110.0	108.1	107.6	131.8	103.3	106.1
O=C(CCl)c1ccc([N+](=O)[O-])o1	-49.5*	42.9	-95.1*	76.3	5.4*	-56.7*	-48.2*	-40.6*	101.1
COCCCCn1cc(C(=O)C2C(C)(C)C2(C)C)c2ccccc21	90.9	101.1	/	115.6	87.6	93.4	111.1	106.6	116.6
O=C1O[C@H]2CC[C@H]3SC[C@@H]1N23	107.0	99.0	87.6	113.4	99.7	93.6	102.0	102.0	90.5
CN[C@@H](C)[C@@H](O)c1ccccc1	99.6	106.3	105.2	112.8	98.9	/	107.8	109.9	113.1
